Screening results: PubChem BioAssay, several laboratories
p97 inhibitor – inhibitors of human p97 ATPase. P55072. inhibition, % at 8 µM. recombinant p97 ATPase, Kinase-Glo ATP luminescence, 3 h. 220,000 compounds, 0.42% hits; in the data active = inhibition above about 15%;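 note: 0% = DMSO vehicle and 100% = wells lacking enzyme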
PGE2 EP2 inh – blocks the human prostaglandin E2 receptor EP2; 260,000 compounds, 0.52% hits; AID 1422; P43116; inhibition, % at 25 µM; C6 glioma cells expressing human EP2, cAMP TR-FRET; cells stimulated with saturating PGE2;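 active = percent inhibition above 40 after rounding to a whole number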;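 note: rat C6 glioma host cells with rolipram phosphodiesterase inhibitor present; the protocol text gives 20 µM as final concentration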
S1P4 agonist – activates the human S1P4 receptor; O95977; S1P4-expressing cell line, agonist reporter assay; activation, % at 4.98 µM; 220,000 compounds, 0.35% hits; in the data active = activation above about 11%;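 note: 0% = DMSO vehicle and 100% = reference agonist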
Target sequence (O95977 whole entry, looked up): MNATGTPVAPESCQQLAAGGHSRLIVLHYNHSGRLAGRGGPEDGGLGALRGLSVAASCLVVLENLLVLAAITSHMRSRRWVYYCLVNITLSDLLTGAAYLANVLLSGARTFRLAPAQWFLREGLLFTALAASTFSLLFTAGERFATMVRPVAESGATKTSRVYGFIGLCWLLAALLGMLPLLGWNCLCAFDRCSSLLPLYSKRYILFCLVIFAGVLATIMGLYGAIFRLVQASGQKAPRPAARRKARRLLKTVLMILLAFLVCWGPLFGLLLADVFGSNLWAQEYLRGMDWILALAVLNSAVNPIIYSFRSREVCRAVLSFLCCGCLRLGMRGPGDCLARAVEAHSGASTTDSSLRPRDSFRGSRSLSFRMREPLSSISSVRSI
S1P4 antag – human S1P4 receptor antagonism; S1P4-expressing cells, antagonist mode, reporter read-out; inhibition, % at 4.98 µM; 220,000 compounds, 0.26% hits; AID 1510; in the data active = inhibition above about 29%;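 note: 0% = wells stimulated with agonist and 100% = vehicle wells without agonist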
EP2 mod – EP2 receptor (human) modulation; 260,000 compounds, 0.83% hits; induction, % at 25 µM; P43116; EP2-expressing cells, cAMP HTRF FRET, PGE2 co-stimulation;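 active = compounds whose cAMP rise, as percent of the full-agonist control response, exceeds 60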;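 note: rat C6 glioma line stably carrying human EP2 under a CMV promoter; the protocol text gives 20 µM as final concentration; 100% = response of wells given 1 µM PGE2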
eIF4E 4G PPI – inhibitors of eIF4E and eIF4G interaction in translation initiation; P63073+Q04637; TR-FRET eIF4E-eIF4GI(517-606) binding, 2 h; inhibition, % at 21.7 µM; 220,000 compounds, 0.37% hits;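 active = inhibition above about 30%, limit read from the data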;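 note: 0% = full FRET control wells and 100% = background wells lacking eIF4GI fragment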
NPY-Y1 PAM-ag – potentiators or agonists of human neuropeptide Y receptor Y1 | NPY-Y1 expressing cells, potentiator/agonist activation | activation, % at 3.6 µM | 220,000 compounds, 0.37% hits | AID 1304; in the data active = activation above about 33%, passing the limit was not always enough;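 note: cells stimulated with NPY at EC10 then isoproterenol at EC100; 0% = low agonist plus stimulus and 100% = saturating agonist plus stimulus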
Target sequence (P25929 whole entry, looked up): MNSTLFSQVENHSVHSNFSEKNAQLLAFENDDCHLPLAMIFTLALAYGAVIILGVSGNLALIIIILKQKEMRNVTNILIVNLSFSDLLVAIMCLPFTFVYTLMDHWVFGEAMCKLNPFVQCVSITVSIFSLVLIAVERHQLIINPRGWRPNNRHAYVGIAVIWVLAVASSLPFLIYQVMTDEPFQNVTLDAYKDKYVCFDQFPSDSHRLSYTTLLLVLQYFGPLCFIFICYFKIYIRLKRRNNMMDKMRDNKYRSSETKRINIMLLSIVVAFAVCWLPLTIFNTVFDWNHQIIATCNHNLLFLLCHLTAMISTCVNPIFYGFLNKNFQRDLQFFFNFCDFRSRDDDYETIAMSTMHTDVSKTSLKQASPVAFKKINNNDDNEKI
NPY Y1 blocker – antagonists of human neuropeptide Y receptor Y1; inhibition, % at 3.6 µM; AID 1040; HEK293-CNG Y1 cells, membrane potential fluorescence; NPY at EC95, then isoproterenol; 200,000 compounds, 1% hits; P25929;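 active = inhibition above the campaign mean inhibition of all tested compounds plus 3 SD, cut at about 20% in these data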;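 note: 0% = DMSO wells given NPY plus isoproterenol and 100% = isoproterenol alone without NPY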
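Benchmarks – high control isoproterenol alone, low control NPY with isoproterenol · Material – HEK293 Y1/CNG channel cell line · Times – dye 3 h, compound 60 min room temperature, stimulation 45 min · Probe or stimulus – NPY (25 nM), isoproterenol (1 µM), Ro 20-1724 (25 µM) · Evaluation – % inhibition of NPY effect · Signal – fluorescence, membrane potential probe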
NPY2 pot ag – human NPY-Y2 potentiation or agonism, primary screen; AID 1359; activation, % at 3.6 µM; cells expressing NPY-Y2, potentiator/agonist read-out; 220,000 compounds, 0.45% hits; in the data active = activation above about 27%;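 note: cells stimulated with NPY near EC25 plus isoproterenol at EC100; 0% = vehicle plus submaximal agonist and 100% = vehicle plus saturating agonist; some results beyond the cut were filed as inactive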
Active calls of the source: *; . = not tested or not shown; & = joins results of further samples; [ ] = remark or other dose.

SMILES	p97 inhibitor	PGE2 EP2 inh	S1P4 agonist	S1P4 antag	EP2 mod	eIF4E 4G PPI	NPY-Y1 PAM-ag	NPY Y1 blocker	NPY2 pot ag
COc1ccc2oc(C(=O)OCC(=O)NCCN3C(=O)CSC3=O)c(C)c2c1	2	13	0.4	-11	12	-2[fluorescence artefact?]	-14	6	8
O=C1CC(N(CCc2ccccc2)C(=S)Nc2ccccc2)C(=O)N1c1ccccc1 (stereo unspecified)	5	23	0.0	-4	18	4	28	-9	11
COC(=O)Nc1ccc(S(=O)(=O)N2CCCC(C(=O)N3CC(C)OC(C)C3)C2)cc1 (stereo unspecified)	0	3	-0.6	-8	22	-1	4	3	-3
Cc1cc(C)cc(NC(=O)CCN2CCCC2)c1	6	12	-0.6	-1	3	-1	-2	0	-9
O=C(NCc1cccnc1)C1CC(=O)N(c2ccc(Cl)cc2)C1 (stereo unspecified)	2	8	0.0	3	-3	-12	-4	-1	1
CCOC(=O)CN1C(=O)N[C@@H](c2ccccc2)C(C(C)=O)=C1C	-5	9	0.6	-12	1	3	-19	-4	-8
NC(=S)N/N=C/c1ccc(C(F)(F)F)cc1	-9	5	1.3	-16	-21	-17	-15	-2	10
Cc1ccc(S(=O)(=O)N2CCN(c3nc(C(C)C)c4c(c3C#N)CC(C)(C)OC4)CC2)cc1	-2	8	2.8	-2	24	4	9	4	-7
N#CCc1nc(-c2cc3ccccc3oc2=O)cs1	4	10	0.4	6	-31	-4	2	1	-19
COc1cc(-c2cc(=O)c3c(O)c(OC)c(OC)c(O)c3o2)ccc1O	2	10	0.6	6	-25	2	-2	11	-2
CC(CCc1ccccc1)NC(=O)COC(=O)c1ccccc1O (stereo unspecified)	1	4	0.3	-6	-2	2	2	7	2
C/C(=N\NC(=O)c1ccc(CN2CCOCC2)cc1)c1cccc([N+](=O)[O-])c1	0	7	1.2	-11	-13	10[fluorescence artefact?]	-5	-7	-13
O=C(Nc1ccccc1)Nc1nc2ccccc2s1	1	13	-0.5	10	-65	-3	13	-11	23
COc1ccc(C(=O)NNC(=O)c2ccccc2[N+](=O)[O-])cc1[N+](=O)[O-]	6	9	0.9	4	27	-1	9	-1	13
O=C(Oc1ccc2c(c1)O/C(=C\c1ccncc1)C2=O)c1ccccc1	5	5	1.9	-9	3	-11	-4	-5	13
CC(=O)Nc1ccc(NC(=O)COC(=O)c2c3c(nc4ccccc24)CCN(Cc2ccccc2)C3)cc1	3	8	1.1	0	-5	3[fluorescence artefact?]	-25	0	0
COc1ccc(/C(C)=N/N=C(N)N)c(O)c1	1	6	0.1	2	-6	1	-4	.	-5
Cc1nn(CC(=O)Nc2ccc3c(c2)nc(CCN2CCCCC2)n3C)c(=O)c2ccccc12	7	3	-3.0	14	9	-3[fluorescence artefact?]	-7	-3	-3
O=C(NC12CC3CC(CC(C3)C1)C2)C1CC(=O)N(c2ccccc2)C1 (stereo unspecified)	-1	8	0.1	-3	-36	8	-40	4	1
O=C(O)CCCC(=O)Nc1ccc(C(=O)NCc2cccnc2)cc1	2	10	0.0	1	-7	-2[fluorescence artefact?]	-28	2	2
CC(C)[C@H]1CN=C2N(CCNC(=O)CCC3CCCCC3)[C@H](Cc3ccc(O)cc3)CN21	6	3	-2.5	4	6	23	-6	-1	-22
Nc1ccccc1N1CCN(C(=O)c2ccccc2)CC1	-1	5&15	1.3	7	-36&-7	-4	6	-1	10
CCCCCCSC1=C(C#N)C(c2ccc(C)o2)CC(=O)N1 (stereo unspecified)	-7	7	0.7	11	-29	0	1	2	-33
COc1ccc(C(=O)COC(=O)c2cc(S(=O)(=O)NCc3ccccc3)ccc2O)cc1	0	5	0.5	6	16	-1	7	0	8
COc1ccc(C(=O)n2cnc(N)n2)cc1	4	13	2.0	-23	21	-14	-7	2	5

Five compounds out of the list, ordered by formula weight, rising:
SMILES	p97 inhibitor	PGE2 EP2 inh	S1P4 agonist	S1P4 antag	EP2 mod	eIF4E 4G PPI	NPY-Y1 PAM-ag	NPY Y1 blocker	NPY2 pot ag
NC(=S)N/N=C/c1ccc(C(F)(F)F)cc1	-9	5	1.3	-16	-21	-17	-15	-2	10
COc1cc(-c2cc(=O)c3c(O)c(OC)c(OC)c(O)c3o2)ccc1O	2	10	0.6	6	-25	2	-2	11	-2
COc1ccc2oc(C(=O)OCC(=O)NCCN3C(=O)CSC3=O)c(C)c2c1	2	13	0.4	-11	12	-2[fluorescence artefact?]	-14	6	8
O=C1CC(N(CCc2ccccc2)C(=S)Nc2ccccc2)C(=O)N1c1ccccc1 (stereo unspecified)	5	23	0.0	-4	18	4	28	-9	11
Cc1ccc(S(=O)(=O)N2CCN(c3nc(C(C)C)c4c(c3C#N)CC(C)(C)OC4)CC2)cc1	-2	8	2.8	-2	24	4	9	4	-7

The list continues:
SMILES	p97 inhibitor	PGE2 EP2 inh	S1P4 agonist	S1P4 antag	EP2 mod	eIF4E 4G PPI	NPY-Y1 PAM-ag	NPY Y1 blocker	NPY2 pot ag
CC1CN(c2oc(Cc3cccc4ccccc34)nc2C#N)CC(C)O1 (stereo unspecified)	-9	10	0.8	-14	-8	10	14	4	-10
CCCCC(=O)NCc1ccc(F)cc1	-6	6	0.7	-38	9	-20	10	2	6
Cc1cccc(-c2cc3nc(C)cc(NCCCN(C)C)n3n2)c1	10	5&10	-1.8	-3	-27&-42	-5	-1	2	4
CC(=O)Nc1cccc(Cl)c1C(=O)O	-5	8	0.6	-3	30	-2	0	13	14
COc1cc(OC)cc(-c2nc3ccccc3c(=O)n2NC(=O)c2cccnc2Cl)c1	1	7	0.5	-15	13	0	-24	7	3
O=C(NCc1ccccc1)c1nc(-c2cccs2)no1	-3	5	-1.5	-8	-4	3	-21	7	-11
COc1cc(/C=C2\N=C(c3ccccc3)OC2=O)ccc1OCc1c(C)no[n+]1[O-]	7	5	0.1	-12	4	7	-14	4	4
Nc1cccc(-n2nnnc2CN2CCOCC2)c1	4	8&8	1.2	-9	-14&3	0	-22	3	9
CCN1CCN(CCC2Oc3cc([N+](=O)[O-])ccc3NC2=O)CC1 (stereo unspecified)	-2	4	2.2	-4	4	5	-3	-3	-6
COc1ccc(F)cc1C(=O)C1CCCN(Cc2ccc(Sc3nncn3C)o2)C1 (stereo unspecified)	9	3	0.0	-3	-41	1	-8	-1	-7
Cc1nonc1C(=O)N/N=C/c1ccc(O)cc1	-16	4	-0.3	-19	-6	-2	-12	-1	6
Cc1cc(/C=N\NC(=O)c2cccs2)c(C)n1-c1ccc2ncccc2c1	1	24	0.9	3	-40	6	6	4	-9
CN1CCN(c2nc(Nc3cccc(C(F)(F)F)c3)nc(N3CCOCC3)n2)CC1	1	9	0.0	-17	9	-9	-14	4	-6
COc1c(N2CCN(C(=S)NC3CC4CCC3C4)C(C)C2)c(F)cc2c(=O)c(C(=O)O)cn(C3CC3)c12 (stereo unspecified)	12	11	-0.8	-7	-20	-1	19	.	10
COc1cccc(CN2CCNC(=O)C2CC(=O)N(C)CCc2ccccn2)c1 (stereo unspecified)	2	2	-0.5	-5	3	2	5	2	3
COc1ccccc1N1CCN(c2ccc([N+](=O)[O-])nc2)CC1	4	4	-0.3	14	19	-1	4	1	9
CSCC[C@H](NC(=O)OC(C)(C)C)c1nnc(SCC(=O)Nc2ccc(C)cc2C)o1	-2	10	-0.4	-2	10	1	2	-5	6
Cc1ccccc1C1CC(=O)NC2=C1C(=O)CCC2 (stereo unspecified)	-6	19	-4.4	8	0	2	-10	-7	-12
Cc1c(N(C)C(=O)c2ccccc2F)c(=O)n(-c2ccccc2)n1C	-3	2	-0.9	-7	16	2	12	6	-6
COc1ccccc1N1CCN(C2CCN(C(=O)c3ccc(F)cc3)CC2)CC1	3	5	2.0	-15	26	-4	0	2	9
CCSc1nnc(-c2ccccc2NC(C)=O)c(=O)[nH]1	3	10	1.1	-8	29	8	16	7	5
CCOC(=O)CN(C(=O)CSc1nnc2c(n1)[nH]c1ccccc12)c1ccccc1	4	6&16	-1.9	3	6&-32	2	-12	0	2
O=C(Nc1ccc(F)cc1)Nc1cc(OCC(F)(F)F)cc(OCC(F)(F)F)c1	0	7	-1.1	100*	2	-3[fluorescence artefact?]	66*	-14	54*
CCOC(=O)N1CCN(S(=O)(=O)c2ccc(OCC)cc2)CC1	-3	.	0.8	13	-15	6	-8	5	10
COc1ccccc1NC(=O)C1=C(C)Nc2nnnn2C1c1ccncc1 (stereo unspecified)	-2	5	1.0	-9	-5	-2	-5	-2	9

Next entries follow.
SMILES	p97 inhibitor	PGE2 EP2 inh	S1P4 agonist	S1P4 antag	EP2 mod	eIF4E 4G PPI	NPY-Y1 PAM-ag	NPY Y1 blocker	NPY2 pot ag
CCCN(CCC)C(=O)C[n+]1cccc(/C=N/O)c1	5	3	-0.8	-8	31	3	15	1	2
COc1ccccc1NC(=O)C1=C(C)Nc2ncnn2C1c1ccc(C)o1 (stereo unspecified)	4	5	-1.7	-14	-19	-5	-8	-1	0
CCCCCCC(=O)Nc1nnc(CC)s1	0	10	-0.9	-9	19	-6	-11	-3	16
COc1ccc(-n2c(C)nc3c(cnn3-c3ccc(C)cc3)c2=O)cc1	-6	6	-2.0	-14	0	-1	13	-3	-13
C=CCOc1c(Br)cc(/C=N\n2nnnc2N)cc1OC	-2	4	-3.6	-8	16	0	-24	7	-12
Cc1oc(-c2ccccc2)nc1CS(=O)CC(=O)O (stereo unspecified)	4	9	2.0	-18	-1	-2	-3	-2	-3
Cc1ccc(COc2ccc(/C=N/NC(=O)CN3CCCCC3)cc2)cc1	-5	8	0.0	-9	-37	3	-29	17	-29
CC(C)NC(=O)c1nn2c(C(F)(F)F)cc(-c3ccco3)nc2c1Cl	10	5	-0.5	1	4	1	6	5	10
COc1ccc([N+](=O)[O-])cc1NC1C2CC3CC(C2)CC1C3 (stereo unspecified)	3	6	0.5	-18	8	-8	-19	6	2
Cc1ccccc1Cn1cc(NC(=O)CSc2nc3c(c(C(F)(F)F)n2)CCc2ccccc2-3)cn1	-4	2	-1.8	-5	2	-3	-27	11	-15
Cc1nn(-c2ccccc2Cl)c2sc(C(=O)Nc3nnc(C4CC4)s3)cc12	5	3	1.6	-4	5	18	6	12	5
O=C1CC(NCc2cccs2)C(=O)N1c1ccc(Cl)cc1 (stereo unspecified)	-5	9	2.3	-2	10	2	-10	-3	2
COc1ccc(-c2nc(NC(C)=O)sc2-c2ccccc2)cc1	-4	10	-0.9	16	62*	-12	4	-1	17
CCOc1ccc(S(=O)(=O)NNC(=O)c2cc3ccccc3o2)cc1	1	9	0.2	-23	-35	8[fluorescence artefact?]	-18	10	-11
CCOC(=O)/C(C#N)=C/c1cc(C)n(-c2ccc(C)cc2)c1C	-5	12	-0.7	-4	9	3[fluorescence artefact?]	-19	4	-2
COCC(C)NC(=O)/C=C/c1ccc(OC)cc1 (stereo unspecified)	6	11	0.9	-9	-42	4	2	4	5
CCOC(=O)CSc1nc(C)c(Oc2ccc(Cl)cc2Cl)c(=O)[nH]1	-5	5	-0.1	1	44	4	-8	.	-26
COc1ccc(C2C3=C(CC(C)(C)CC3=O)N(CCN3CCOCC3)C3=C2C(=O)CC(C)(C)C3)cc1	0	7	0.5	6	2	2	6	.	5
Cc1nnc(SCC(=O)N2c3ccccc3C(C)(c3ccc(Cl)cc3)CC2(C)C)s1 (stereo unspecified)	0	3	-0.3	-12	36	0	-2	17	-1
CSCC[C@H](NC(=O)NCCc1ccc(F)cc1)C(=O)O	2	10	0.5	-1	0	-8	-23	3	1
Cc1nnc(NC(=O)CCNC(=O)c2ccccc2Cl)s1	5	4	3.5	-10	12	3	14	-1	10
Cc1ccc(N/N=C2/CCCNC2=O)cc1	4	5	1.0	1	-8	1	-3	-1	3

Only part of the results is shown. The share of hits here may be higher or lower than overall.
